High-throughput results: PubChem, Fisher Drug Discovery Resource Center
mcGAS inh: mouse cGAS inhibition by luminescence; recombinant cGAS, Kinase-Glo ATP depletion luminescence; 0.15% of 160,000 active; AID 1259399; inhibition, % at 12.5 µM; Q8C6L5;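 also: 0% = negative control wells and 100% = reference inhibitor with no enzyme activity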
hcGAS lum: inhibitors of human cGAS | 0.081% of 290,000 active | recombinant h-cGAS, ATP depletion, Kinase-Glo luminescence | AID 1259398 | inhibition, % at 12.5 µM;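 also: 0% = vehicle reaction and 100% = reaction without DNA for no activity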
Target sequence (Q8N884 whole entry, looked up): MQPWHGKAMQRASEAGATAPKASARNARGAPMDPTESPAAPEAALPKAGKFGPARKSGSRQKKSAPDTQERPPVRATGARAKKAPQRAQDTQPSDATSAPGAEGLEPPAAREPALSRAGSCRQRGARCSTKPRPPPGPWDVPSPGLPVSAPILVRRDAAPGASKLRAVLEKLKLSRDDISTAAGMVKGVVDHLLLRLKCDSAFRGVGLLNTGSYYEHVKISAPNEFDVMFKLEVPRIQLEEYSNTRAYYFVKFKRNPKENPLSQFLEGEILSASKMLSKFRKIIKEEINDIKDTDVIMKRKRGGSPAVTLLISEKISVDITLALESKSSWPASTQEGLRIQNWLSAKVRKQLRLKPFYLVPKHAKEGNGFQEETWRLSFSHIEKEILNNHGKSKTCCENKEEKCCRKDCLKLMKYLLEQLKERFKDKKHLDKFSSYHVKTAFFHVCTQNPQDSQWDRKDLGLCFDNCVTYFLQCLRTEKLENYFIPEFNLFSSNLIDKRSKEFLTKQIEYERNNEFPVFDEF
NPYLR7 agonist: activates Aedes aegypti NPYLR7 receptor; 0.15% of 270,000 active; AID 1259423; activation, % at 10 µM; HEK293T NPYLR7/Galpha15, GCaMP6s calcium fluorescence; in the data active = activation above about 40%;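 also: 0% = vehicle and 100% = reference agonist at the receptor; some compounds past the cut are filed as inactive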
The depositor's hits bear a star; x = not tested or not shown; & = joins results of further samples. Rule as the data show it, unless noted: active = inhibition above about 40%; inactive = the rest.

Start of the data: the first 2 compounds, ahead of the listing:
SMILES	mcGAS inh	hcGAS lum	NPYLR7 agonist
COCCc1nc2ccc(C(=O)NCc3cc4cc(OC)ccc4[nH]3)cc2o1	x	-6.0	1.1
Cc1csc(=O)n1CCN1CCC(CCc2ccccc2)CC1	x	-0.7	-2.2

The listing, repeating the preview:
SMILES	mcGAS inh	hcGAS lum	NPYLR7 agonist
COCCc1nc2ccc(C(=O)NCc3cc4cc(OC)ccc4[nH]3)cc2o1	x	-6.0	1.1
Cc1csc(=O)n1CCN1CCC(CCc2ccccc2)CC1	x	-0.7	-2.2
Cc1ccc(CN(CC(O)c2ccccc2)C(C)C)s1 (stereo not given)	x	-8.6	4.6
O=C(CN(CC1CCCO1)C(=O)Nc1ccc(Cl)cc1)N(Cc1ccc2c(c1)OCO2)Cc1cccs1 (stereo not given)	-4.0	-4.3	-3.0
COCCN(Cc1nc2ccccc2o1)C(=O)C(OC(C)=O)c1ccccc1 (stereo not given)	-5.6	-3.3	1.1
CCc1nn(C)c(C(=O)O)c1N	x	-3.7	-9.0
Cn1ncc(C(=O)NCc2ccc(-c3ncc(-c4ccc(F)cc4)[nH]3)cc2)c1Cl	-5.4	-2.3	2.4
CCOC(=O)CN1CCCC1c1ccccn1 (stereo not given)	x	-4.0	3.4
CC(=O)OCC(=O)CC12CC3CC(CC(C3)C1)C2	x	-3.6	15.7
CCc1ccc(-c2cc3c(=O)n(Cc4nc(-c5ccccc5)oc4C)ccn3n2)cc1	1.9	2.2	1.9
Cc1cc(C)cc(NC(=O)CC(=O)N(Cc2ccncc2)Cc2ccco2)c1	-12.4	-7.9	-0.8
Cc1nc2c(-c3ccccc3)c(C)nn2c(NCCCN(C)C)c1Cc1ccccc1	0.4	3.5	-3.9
O=C(NC1CCS(=O)(=O)C1)c1ccc2c3c(cccc13)CC2 (stereo not given)	x	-10.6	1.3
O=C1OC(/C=C/c2cccc([N+](=O)[O-])c2)=NC/1=C\c1c(F)cccc1Cl	x	-2.3	-1.2
CC(C)SCC(=O)N1C[C@@H](C(=O)O)C[C@H](C(=O)NCc2ccccn2)C1	x	4.0	-1.6
O=C(CSCc1ccccc1F)Nc1c(F)cccc1F	x	-1.8	-5.8
CS(=O)(=O)N1CCC(Nc2ccc3ccc(F)cc3n2)CC1	x	11.0	-31.3
O=C(NCC1CCC2(CCN(Cc3cccnc3)CC2)O1)c1ccc(-c2ccc(F)cc2)cc1 (stereo not given)	-10.5	-5.2	25.1
COc1ccccc1CC1(C)C(=O)Nc2c(C)cc(Cl)cc21 (stereo not given)	-4.7	-1.1	2.8
CCOc1ccc(-c2ccnc(N3CCN(C(=O)c4c(C)cc(C)cc4C)CC3)n2)cc1	1.0	3.8	5.9
Cc1ccc(NC(=O)c2csc(CSc3nnc(-c4ccncc4)n3-c3ccccc3)n2)cc1C	-1.8	-5.1	-6.7
Cc1nn2c(C(F)(F)F)cc(-c3ccc(Cl)cc3)nc2c1C(=O)N1CCCc2ccccc21	x	-4.9	-5.9
O=C(CCN(Cc1ccc(F)cc1)C(=O)c1ccoc1)NCc1ccccc1	-2.4	0.3	x
CCOc1ccc(-n2c(C(CC)N(CCOC)C(=O)c3ccc(Cl)c(Cl)c3)nc3ccccc3c2=O)cc1 (stereo not given)	-3.8	-1.7	-0.7
CNc1cnc(-c2ccc(O)cc2C)cn1	x	-8.9	3.0
O=C(NC(c1ccc2c(c1)OCO2)c1ccccn1)C1CCN(Cc2cccc(C(F)(F)F)c2)CC1 (stereo not given)	-2.7	-6.9	10.4
CN1CCN(C(=O)c2ccnc(N3CC(c4ccccn4)C3)c2)CC1	x	-9.6	7.2
CCOCC(=O)Nc1nc2ccccc2nc1N1CCCC1	x	-12.5	5.0
O=C(c1cc(Cl)ccc1F)N1CCN(CC(=O)N2CCNC2=O)CC1	x	-0.6	-0.2
CCC(C)NC(=O)C(NC(=O)c1ccccc1Cl)C1CCN(C(=O)c2cccc(OC)c2)CC1 (stereo not given)	-3.2	-2.9	-9.2
Cc1cccc(CC(=O)N2CC(=O)Nc3ccc(F)cc3C2c2ccc(F)cc2)c1 (stereo not given)	-0.4	2.2	-6.3
COC(=O)n1c(C)c(Br)c2cc(OC)c(Br)cc21	x	0.7	2.3
O=c1[nH]c2c(s1)C(c1ccc(OCc3ccccc3)cc1)C1C3CCC(C3)C1S2 (stereo not given)	x	-6.8	4.1
CN1C(=O)/C(=C2\SC(=S)N(CCC(=O)O)C2=O)c2ccccc21	-2.7	-6.8	-3.4
Cc1ccc(C(C)NC(=O)CN2CCC(O)(Cn3ccnc3)CC2)cc1 (stereo not given)	x	0.9	23.3
CC(C)c1n[nH]c2c1CN(C(=O)c1noc3c1CCCC3)CC2	x	-7.6	18.5
CCCc1noc(CN(C)Cc2cccc(-n3cccn3)c2)n1	x	-9.2	3.4
O=C(O)CCCCCN1C(=O)CSC1=S	-2.0	-6.4&-1.3	3.4&-1.0
COc1ccc(C(=O)NNC(=O)c2ccccc2SCc2cc(C)no2)cc1OC	x	6.5	-6.5
CCOC(=O)CCc1c(C)nc2ncnn2c1N1CCN(S(=O)(=O)c2cc(Cl)ccc2OC)CC1	-5.9	-3.6	34.4
Cc1cccc(Nc2ncccc2C(=O)NCCCOc2cccc([N+](=O)[O-])c2)c1C	-4.3	-4.2	-5.8
CCc1nccn1CCC(=O)N1CCC2(CCCN(CC3CCC3)C2=O)C1 (stereo not given)	x	-1.7	-0.5
O=C(O)C1CCN(C(=O)C2(c3cccc(F)c3)CCCC2)CC1	x	-5.1	4.9
CCC(c1nc2ccccc2c(=O)n1-c1ccc(OC)cc1)N(CCN(C)C)C(=O)Nc1ccc(Br)cc1 (stereo not given)	-5.9	-7.3	13.8
COCCn1c(C)cn2c3c(=O)n(CCc4ccccc4)c(=O)n(C)c3nc12	x	-3.3	5.3
N#Cc1c(N)n(-c2ccc3c(c2)OCO3)c2nc3ccccc3nc12	-3.6	-7.2	-1.9
O=C1CCC(=O)N1Cc1nc(-c2ccc(C3CCCCC3)cc2)cs1	-13.7	-8.8	-1.8
CC(Oc1cccc(Cl)c1)C(=O)N(C)Cc1ccc(N(C)C)cc1 (stereo not given)	x	-8.1	5.9
O=C(NC1CCCCC1)c1noc2c1CCCC2	x	-6.7	2.3
COCCN(CCC(=O)N1CCCC1)c1nc(-c2cccs2)nc2ccccc12	-5.0	-7.4	33.6
CCOc1ncccc1Cn1ccnc1-c1nc2ccccc2n1C	x	5.1	-9.6
CC(NC(=O)c1cc2c([nH]c1=O)CC(C)(C)CC2=O)c1noc(-c2ccc(Cl)cc2)n1 (stereo not given)	-14.6	-10.9	7.1
CCC(CC)C(=O)N1CCC2(CC1)CN(CCc1ccccc1)CCN2C	-13.7	-4.7	-1.2
O=C1CCCc2c1[nH]c1ccc(F)cc21	-2.7	11.5	3.7
COc1ccc(COC(=O)c2cccc3cn[nH]c23)cc1	x	-15.5	-6.4
CC(C)N1CCC(=O)N(Cc2ccc(CN3C(=O)CCN(C(C)C)C3=O)cc2)C1=O	x	-5.4	12.4
CC(c1ncc(-c2ccccc2)o1)N1CCN(C(=O)C(C)(C)C)CC1 (stereo not given)	x	3.7	-5.0
Cc1ccc(NC(=O)CC(=O)NC(C)CCc2ccco2)cc1 (stereo not given)	x	3.3	3.2
COc1ccc(S(=O)(=O)NCCCN2CCOCC2)cc1N1CCN(S(=O)(=O)c2cccc(F)c2)CC1	-5.8	-2.1	26.3
Nc1c(C(=O)CSc2nnc(C3COc4ccccc4O3)o2)c(=O)[nH]c(=O)n1C1CC1 (stereo not given)	x	-3.6	5.6

A draw from above in order of number of heavy atoms, high to low:
SMILES	mcGAS inh	hcGAS lum	NPYLR7 agonist
COc1ccc(S(=O)(=O)NCCCN2CCOCC2)cc1N1CCN(S(=O)(=O)c2cccc(F)c2)CC1	-5.8	-2.1	26.3
Nc1c(C(=O)CSc2nnc(C3COc4ccccc4O3)o2)c(=O)[nH]c(=O)n1C1CC1 (stereo not given)	x	-3.6	5.6
COCCN(CCC(=O)N1CCCC1)c1nc(-c2cccs2)nc2ccccc12	-5.0	-7.4	33.6
CCC(CC)C(=O)N1CCC2(CC1)CN(CCc1ccccc1)CCN2C	-13.7	-4.7	-1.2
CCOc1ncccc1Cn1ccnc1-c1nc2ccccc2n1C	x	5.1	-9.6
COc1ccc(COC(=O)c2cccc3cn[nH]c23)cc1	x	-15.5	-6.4
O=C(NC1CCCCC1)c1noc2c1CCCC2	x	-6.7	2.3

Other entries follow.
SMILES	mcGAS inh	hcGAS lum	NPYLR7 agonist
C#CC(CC)(CC)NC(=O)c1ccc(S(C)(=O)=O)cc1	x	-3.5	11.0
CCOc1cc(C(=O)Nc2cc(C)nn2-c2nc(C)cc(=O)[nH]2)cc(OCC)c1OCC	-7.4	-6.2	10.1
CCCCN(CC(=O)Nc1c(-c2ccccc2)c(C)nn1-c1ccc(C)cc1)C(=O)Nc1cccc(OC)c1	-1.9	1.8	-2.7
O=C(c1ccc(Cl)cc1)N1N=C2CCCCC2C1(O)C(F)(F)F (stereo not given)	-2.0	-1.7	-0.7
CC(=O)N(CC1=CCCN(Cc2cc(C)on2)C1)C1CCCc2ccccc21 (stereo not given)	x	3.6	18.9
CC(C)COC(=O)Nc1nnc(Cc2ccc(F)cc2)s1	-9.0	1.1	2.0
Cc1ncc(C(=O)NCCCn2ccc3ccccc32)c(C)n1	x	-4.1	14.9
COc1ccc(C(=O)N=c2sc(C)cn2Cc2cccc(C(=O)NCc3ccco3)c2)cc1OC	x	-6.6	8.2
COC(=O)CCc1c(C)nn(-c2ccc(C(=O)Nc3cccc(C(F)(F)F)c3)cc2)c1C	-2.8	-2.2	5.8
CN1CCN(c2nc3ccccc3nc2NS(=O)(=O)c2cccs2)CC1	x	-4.1	-1.4
CC1(C)O[C@@H]2C[C@@](OCc3cccc(C(F)(F)F)c3)(C(=O)NC3CC3)CC(OCc3ccccc3C#N)[C@@H]2O1 (stereo not given in full)	-3.4	-9.8	4.9
O=C(Cc1csc(-n2cccc2)n1)Nc1cccnc1	x	-3.1	3.5
COc1ccccc1CN(Cc1cccc(C)c1)C(=O)c1ccc(=O)n(C)c1	x	-4.4	-1.4
Cc1cnc(N(C)Cc2cc(C3CC3)n[nH]2)nc1N(C)C	x	-6.5	16.0
O=C(NCc1ccccc1)c1cc(NC(=O)C2CCCCC2)ccc1N1CCCC1	-8.2	-3.3	5.5
Cc1cc(N2C(=O)c3oc4cc(C)c(C)cc4c(=O)c3C2c2cccc([N+](=O)[O-])c2)no1 (stereo not given)	x	1.9	-1.6
O=Cc1csc(-c2ccc(C(F)(F)F)cc2)n1	-0.4	0.1	8.5
Cc1ccc([N+](=O)[O-])cc1NC(=O)C1COc2ccccc2O1 (stereo not given)	x	3.2	-15.1
Cc1cc(C)c(C)c(OCc2nc(CN(CCN3CCOCC3)C(=O)c3cccs3)cs2)c1	0.0	-1.2	-4.8
CCN(CC)C(=O)Oc1ccc2c(ccn2Cc2cc(C(F)(F)F)cc(Cl)c2F)c1-c1ccc(F)c(F)c1	-5.1	0.4	9.5
CCc1ccc(C(=O)CCC(=O)N2CCN(c3ncccn3)CC2)cc1	x	-2.1	-7.2
Cc1c(C)n2c3c(=O)n(C)c(=O)n(C)c3nc2n1CCN(C)Cc1ccccc1	-1.8	2.1	1.3
CC1CCCC(NC(=O)c2cc(S(=O)(=O)N3CCOCC3)cn2C)C1C (stereo not given)	-4.5	-2.1	x
CC(C)(C)C(=O)CSc1nnc(-c2ccc3ccccc3n2)o1	-9.2	-13.6	26.2
CN(Cc1ccc(Br)s1)C(=O)c1ccc[nH]c1=S	x	-6.0	8.3
CCCN(C)Cc1c(C(=O)N2CCN(C3CCCCC3)CC2)nc2ccccn12	x	-4.4	3.6
CCOC(=O)C1CCCN(c2ccc(S(=O)(=O)Cc3ccc(Cl)cc3)nn2)C1 (stereo not given)	-6.4	-4.2	-2.0
O=C(C1CC1)N1CCCC(OCc2ccc(OC(F)(F)F)cc2)C1 (stereo not given)	0.1	-2.4	-2.0
COCCN(Cc1c(-c2ccccc2)noc1N1CCCC1)C(=O)c1ccc(OC)cc1	-0.6	3.0	-5.6
CCOC(=O)[C@@H]1CSC2(CCN(C(=O)C(C)ON=C(C)C)CC2)N1 (stereo not given in full)	-2.7	-0.8	1.1
Cc1ccc(C)c(NC(=O)Cc2nc(CN3CCNC(=O)C3)cs2)c1	x	0.2	9.2
CCN(CC)CCn1c(=O)c2[nH]cnc2n(C)c1=O	x	-0.7	3.6
CCn1c(=N)n(CCO)c2ccccc21	x	1.3	-0.8
CC1CN(C(C(=O)NCc2noc(-c3cccs3)n2)C(C)C)CC(C)O1 (stereo not given)	x	5.6	7.8
Cc1csc(=O)n1CC(=O)N1CCCCCC1C1CCCCC1 (stereo not given)	-17.9	-10.9	1.0
Cc1cc(Oc2ccccc2C)nc(SCc2ccc([N+](=O)[O-])cc2)n1	-5.0	-6.1	1.1
CC(C)N(Cc1ccc(C(O)(c2ccc(F)cc2)c2ccc(F)cc2)o1)Cc1cccs1	-3.3	-8.0	18.0
Cc1ccc2nc(C3CCCN3CCC(=O)O)[nH]c2c1 (stereo not given)	-14.5	-1.5	0.5
CCC(C)NC(=O)CSc1nnc(C)n1-c1ccccc1 (stereo not given)	x	-4.7	5.1
Cc1cnc(C(=O)OCC(=O)NN2C(=O)NC3(CCC(C)CC3)C2=O)cn1 (stereo not given)	-9.8	-8.6	0.1
